Growth percent in the NCI-60 one-dose screen (48 h, 10 µM unless noted): 100 = growth as untreated, 0 = no growth, -100 = all killed.
HL-60(TB) = HL-60(TB) leukemia cells; hit rate 9% among 78,000; active means growth percent below 10
* = called active by the depositor; & = joins results of further samples; [ ] = remark or other dose.

> COc1cc(CC(CC(=O)O)C(=O)O)cc(OC)c1OC (configuration not stated)
  HL-60(TB) = 98.2

> Cc1ccc(N)c(S(=O)(=O)O)c1
  HL-60(TB) = 74.5

> CCOC(=O)c1cc(C(=O)c2cc(OC)cc(OC)c2)n2ccc(/C=C/c3ccn4c(C(=O)c5cc(OC)cc(OC)c5)cc(C(=O)OCC)c4c3)cc12
  HL-60(TB) = 100.6

> COCO[C@@H]1C[C@]23CC[C@@H]4[C@](C)(COC(=O)Nc5ccccc5)CCC[C@@]4(C)[C@@H]2CC[C@@]1(C)C3
  HL-60(TB) = 89.9

> C=C/C=C\C(=O)O
  HL-60(TB) = 78.2

> CN(C)S(=O)(=O)N(C)C
  HL-60(TB) = 105.7

> N#Cc1c(NC(=O)c2ccccc2)sc2c1CCC(=O)C2
  HL-60(TB) = -2.6*

> CCCCC(CC)COP(=O)(O)O (configuration not stated)
  HL-60(TB) = 121.9&96.3

> Brc1ccc(-c2nnc3sc(/C=C/c4ccccc4)nn23)cc1
  HL-60(TB) = 117.1

> Nc1ccccc1-c1cc2c(c3c1[nH]c1ccccc13)CCCCCCC2
  HL-60(TB) = 93.8

> Cc1nc2cnc(N)c(C#Cc3cncc(C(=O)Nc4ccc(CN5CCN(C)CC5)c(C(F)(F)F)c4)c3)c2nc1C
  HL-60(TB) = -16.4*

> C/C=C(\C)C(C#N)(CCCC)C(=O)OCC (configuration not stated)
  HL-60(TB) = 124.9

> CC1(C)CCC(C)(C)C2CC3C(CC21)C(C)(C)CCC3(C)C (configuration not stated)
  HL-60(TB) = 119.6

> Cc1ccc(NC(=O)N/N=c2\cc(C)c3ccc(O)cc3o2)cc1
  HL-60(TB) = 77.0

> CCOC(=O)C(Cc1ccccc1)C(=O)OCC
  HL-60(TB) = 114.7

> Cc1nn(-c2ccccc2)c2sc(C(=O)Nc3ccc(Cl)cc3)cc12
  HL-60(TB) = 104.5

> COC(=O)/C=C/c1cccc([N+](=O)[O-])c1
  HL-60(TB) = 96.4

> O=C1C2CCCN2C(=O)c2ccccc2N1Cc1cn(-c2ccc(Br)cc2)nn1 (configuration not stated)
  HL-60(TB) = 100.5

> Cc1c[n+]([O-])cc(C)c1[N+](=O)[O-]
  HL-60(TB) = 93.7

> C(=N\Nc1ncc(-c2cc3cc4c(cc3o2)OCO4)s1)/c1cccnc1
  HL-60(TB) = 104.1

> COc1ccc2nc(NC(=O)CSc3nnc(-c4cccnc4Nc4cc(OC)c(OC)c(OC)c4)n3-c3ccccc3)sc2c1
  HL-60(TB) = 87.3

> CC(=O)O[C@H]1CC[C@]2(C)C3=CC[C@]4(C)[C@@H](C(C)=O)CC[C@H]4[C@@]34C=C[C@]2(C1)C1C(=O)OC(=O)C14 (some centres not stated)
  HL-60(TB) = 94.1

> Cc1ccc(C(=O)O)c(NC=O)c1OCc1ccccc1
  HL-60(TB) = 110.6

> Cc1cc2c3ccccc3[nH]c(=O)n2n1
  HL-60(TB) = 105.3

> Cc1c/c(=N\NC(=O)Nc2ccc(Cl)cc2)oc2cc(O)ccc12
  HL-60(TB) = 83.7

> C[C@]12O[C@H]1CC[C@H]1[C@@]2(C)CC[C@]2(O)C(=O)O[C@H](c3ccoc3)C[C@]12C
  HL-60(TB) = 99.6

> CC(=O)NCCOc1ccc([N+](=O)[O-])cc1Cl
  HL-60(TB) = 108.4

> O=[N+]([O-])c1cccc(-c2ccccc2-c2nc(-c3ccccc3)c(-c3ccccc3)n2C2CC2)c1
  HL-60(TB) = 32.4

> Cc1cc2c(n1C)CSCC2=O
  HL-60(TB) = 66.5[100 µM]

> COc1ccc(/C=C2\C(=O)Nc3ccc(F)cc32)cc1OCc1ccccn1
  HL-60(TB) = 83.6

Part of the list above in order of heavy-atom count, rising:
> Cc1cc2c(n1C)CSCC2=O
  HL-60(TB) = 66.5[100 µM]

> N#Cc1c(NC(=O)c2ccccc2)sc2c1CCC(=O)C2
  HL-60(TB) = -2.6*

> Cc1ccc(NC(=O)N/N=c2\cc(C)c3ccc(O)cc3o2)cc1
  HL-60(TB) = 77.0

> Cc1nn(-c2ccccc2)c2sc(C(=O)Nc3ccc(Cl)cc3)cc12
  HL-60(TB) = 104.5

> COc1ccc(/C=C2\C(=O)Nc3ccc(F)cc32)cc1OCc1ccccn1
  HL-60(TB) = 83.6

> COc1ccc2nc(NC(=O)CSc3nnc(-c4cccnc4Nc4cc(OC)c(OC)c(OC)c4)n3-c3ccccc3)sc2c1
  HL-60(TB) = 87.3

(next part)
> Nc1c2c(=O)[nH]c(O)cc2nn1-c1ccccc1
  HL-60(TB) = 90.6

> COc1cc(CO)cc(OC)c1OC
  HL-60(TB) = 90.3

> O=[N+]([O-])c1ccc(N=NNc2ccccc2)cc1
  HL-60(TB) = 90.5

> CCN(CCC#N)c1cccc(C)c1
  HL-60(TB) = 83.3

> Cn1c2c(cc(S(=O)(=O)c3ccccc3)c1=O)CCc1c-2cnn1-c1ccc(Cl)cc1
  HL-60(TB) = 73.1

> CCN(CC)C(=O)c1ccc(C)cc1
  HL-60(TB) = 106.2

> C=C(C)[C@@H]1CC[C@]2(C(=O)n3ccnc3)CC[C@]3(C)[C@H](CC[C@@H]4[C@@]5(C)CCCNC(C)(C)[C@@H]5CC[C@]43C)[C@@H]12
  HL-60(TB) = -56.2*

> COc1cccc(-n2nc(C(=O)Nc3ccccc3)nc2-c2cc(OC)c(OC)c(OC)c2)c1
  HL-60(TB) = 121.0

> COc1ccc(-c2nc3cc(Cl)c(Cl)cc3n2CC(=O)N=Nc2c(O)[nH]c3ccccc23)cc1
  HL-60(TB) = 92.5

> CNCCCNc1nc2ccccc2c2c(=O)c3cc(OC)ccc3sc12
  HL-60(TB) = 56.2

> Cc1cc(N)c(S(=O)(=O)O)cc1Cl
  HL-60(TB) = 92.0

> S=c1[nH]nc(-c2cc3ccc2CCc2ccc(cc2)CC3)n1Cc1ccccc1
  HL-60(TB) = 105.7

> CCCCCc1c(C)[nH]c(/C=C2\N=C(c3ccc[nH]3)C=C2OCc2ccccc2)c1C
  HL-60(TB) = -47.5*[100 µM]

> COC(=O)c1ccc2nc(-c3c(-c4ccc(F)cc4)nc4sccn34)[nH]c2c1
  HL-60(TB) = 91.2

> O=C1c2ccccc2C(=O)c2c1ccc(C(=O)O)c2[N+](=O)[O-]
  HL-60(TB) = 65.1

> CC1CCNCC1
  HL-60(TB) = 102.8

> Nc1nc(N)nc(NC2CC2)n1
  HL-60(TB) = 91.1

> COc1cc(CN)ccc1O
  HL-60(TB) = 73.9

> CC(C)CCSc1nc(NC2CC2)c(C#N)c(-c2ccc(C(C)C)cc2)n1
  HL-60(TB) = 80.4

> O=C(N/N=C/c1coc2ccc(Cl)cc2c1=O)c1cc2oc(-c3ccccc3)cc2[nH]1
  HL-60(TB) = 99.7

> O=C(n1ccc2cc(OS(=O)(=O)c3ccc(C(F)(F)F)cc3)ccc21)C12CC3CC(CC(C3)C1)C2
  HL-60(TB) = 101.9

> C#CCOc1ccc(C(Nc2ccc(F)c(F)c2)c2nnnn2C2CCCCC2)cc1 (configuration not stated)
  HL-60(TB) = 85.3

> O=Nc1c(O)[nH]c2ccc(Cl)c(Cl)c12
  HL-60(TB) = 116.8

> Cc1[nH]n(-c2ccccc2)c(=O)c1C=Nc1ccc(Br)cc1
  HL-60(TB) = 49.5

> CC1=C(C(=O)Nc2ccc(Cl)cc2)C2(C(=O)Nc3ccccc32)N(C)C(=O)N1 (configuration not stated)
  HL-60(TB) = 90.1

> O=C1CSC(=S)N1/N=C/c1cccc2ccccc12
  HL-60(TB) = 94.4

> COC(=O)c1cc(Br)ccc1O
  HL-60(TB) = 97.8

> COC(=O)C1=CC(=O)N2CCN=C2S1
  HL-60(TB) = 111.9

> O[C@@H]1Cc2ccc3ccccc3c2N[C@H](c2cccs2)C1
  HL-60(TB) = 103.2

> CCCCOc1ccccc1/C=C1/SC(N2CCC(C)CC2)=NC1=O
  HL-60(TB) = 91.3

> COc1ccc(-c2cc(-c3ccc(OC)cc3)nc(N3CCN(CCNc4ccnc5cc(Cl)ccc45)CC3)n2)cc1
  HL-60(TB) = 88.1

> CNC(=O)c1cc(-n2ccc3cc(NC(=S)Nc4ccccc4)ccc32)ccn1
  HL-60(TB) = 98.0

> Cc1ccc(S(=O)(=O)N(C)c2ccccc2C(=O)NO)cc1
  HL-60(TB) = 88.8

> Cc1cc(=O)c(O)c(C)o1
  HL-60(TB) = 108.0

> O=C1C=C/C(=C2/C=CC(=O)C3C(=O)C=CC(=O)C23)c2c(O)ccc(O)c21 (configuration not stated)
  HL-60(TB) = 88.6

> Cc1cc(C)nc(SCC(=O)Nc2ccc(-c3nc4ccccc4[nH]3)cc2)n1
  HL-60(TB) = 102.7

> COCCCNc1nc2ccccc2c2c(=O)c3cc(OC)ccc3sc12
  HL-60(TB) = 89.4

> O=C1OC(c2ccccc2)(c2ccccc2)c2ccccc21
  HL-60(TB) = 24.5

> COc1ccc(-c2nc(-c3ccc(-c4nc5ccc(F)cc5[nH]4)cc3)no2)cc1
  HL-60(TB) = 70.5

> COc1ccc(OC)c(C(=O)C(=O)c2cc(OC)ccc2OC)c1
  HL-60(TB) = 103.5

> CCOC(=O)C(=O)C(C#N)c1ccccc1 (configuration not stated)
  HL-60(TB) = 113.4

> COc1cc(CC2C(=O)OCC2C(=O)c2ccc3c(c2)OCO3)cc(OC)c1OC (configuration not stated)
  HL-60(TB) = 91.8

> COCCCNCC(=O)Nc1ccc(S(=O)(=O)c2ccc(NC(=O)CNCCCOC)cc2)cc1
  HL-60(TB) = 87.0

> O=C1NC(CCCl)C(=O)NC1CCCl (configuration not stated)
  HL-60(TB) = 135.7&114.0

> O=C1c2cccc3cc([N+](=O)[O-])cc(c23)C(=O)N1CCN1CCCC1
  HL-60(TB) = -54.1*

> CC(I)CNC1=NCC(=O)N1 (configuration not stated)
  HL-60(TB) = 61.0

> COc1cc(C(=O)/C=C/c2c(C)n([O-])c3ccc(Cl)cc3[n+]2=O)cc(OC)c1OC
  HL-60(TB) = -59.5*

> COc1ccc2[nH]cc(-c3cc(N)n4nc(-c5cn(C)c6ccccc56)cc4n3)c2c1
  HL-60(TB) = -40.7*

> Cc1ccc2nc(Cl)c(Cn3nnc(SCc4ccccc4)n3)cc2c1
  HL-60(TB) = 102.2

> O=C1CSCc2nc3ccccc3n21
  HL-60(TB) = 91.8

> COc1cccc(-c2nn(-c3ccccc3)cc2-c2ccnc(NCCCNC(=O)Nc3ccc(Cl)c(Cl)c3)c2)c1
  HL-60(TB) = 16.8

> O=C(O)C(Cc1ccccc1N(CCO)CCO)N1C(=O)c2ccccc2C1=O (configuration not stated)
  HL-60(TB) = 81.0&98.0

> Nc1nc2c([N+](=O)[O-])cccc2s1
  HL-60(TB) = 102.0

> O=C(/C=C\c1ccc(O)c(O)c1)O[C@@H]1C[C@](O)(C(=O)O)C[C@@H](O)[C@H]1O
  HL-60(TB) = 101.9

> O=C(NC1CC(=O)N(Cc2cccc(C(F)(F)F)c2)C1)c1cc(C(F)(F)F)ccc1O (configuration not stated)
  HL-60(TB) = 105.8

> CN(C)C(=O)c1cc2cnc(Nc3ccc(-c4csc5c(=S)cc(N6CCOCC6)oc45)cc3)nc2n1C1CCCC1
  HL-60(TB) = -30.6*

> COc1ccc(/C=C(\C#N)n2nc3ccc(C(=O)Nc4ccc(SC)cc4)cc3n2)cc1
  HL-60(TB) = 76.3

> COc1cccc(/C=C2\Oc3cc(O)ccc3C2=O)c1
  HL-60(TB) = 99.5

> Nc1nc2c(C(=O)Nc3ccc(Cl)cc3)c(Nc3ccccc3)nn2c(Nc2ccccc2)c1-c1nc2ccccc2s1
  HL-60(TB) = 90.8

> COC(=O)C1(c2ccccc2)CC2Cc3cc(F)ccc3N1O2 (configuration not stated)
  HL-60(TB) = 98.1

> O=C1c2ccccc2C(=O)N1CC(O)CCl (configuration not stated)
  HL-60(TB) = 103.2

> c1ccn2nnnc2c1
  HL-60(TB) = 116.4

> CCOC(=O)C(Cc1ccc(OC)c(OC)c1)C(Cc1ccc(OC)c(OC)c1)C(=O)OCC (configuration not stated)
  HL-60(TB) = 100.1

> Oc1c(CN2CCOCC2)cc(CN2CCOCC2)cc1CN1CCOCC1
  HL-60(TB) = 101.4&94.1

> Cc1cc(N)c(S(=O)(=O)O)c(N)c1
  HL-60(TB) = 98.9

> Cc1ccc(-c2cnc3sc4ccccc4n23)cc1
  HL-60(TB) = 109.6

> NC(N)=NCc1ccccc1
  HL-60(TB) = 85.5

> O=C(Nc1nc(-c2ccccc2)cs1)c1ccc(Cc2n[nH]c(=O)c3cccnc23)cc1
  HL-60(TB) = 99.2

> Cc1ccc(C(O)(C(=O)O)c2ccc(C)cc2)cc1
  HL-60(TB) = 101.0

> O=C1c2ccccc2C(=O)c2cc(SC(=S)N3CCCC3)ccc21
  HL-60(TB) = 99.2

Continued; it opens with the 4 that closed the last part.
> NC(N)=NCc1ccccc1
  HL-60(TB) = 85.5

> O=C(Nc1nc(-c2ccccc2)cs1)c1ccc(Cc2n[nH]c(=O)c3cccnc23)cc1
  HL-60(TB) = 99.2

> Cc1ccc(C(O)(C(=O)O)c2ccc(C)cc2)cc1
  HL-60(TB) = 101.0

> O=C1c2ccccc2C(=O)c2cc(SC(=S)N3CCCC3)ccc21
  HL-60(TB) = 99.2

> C[N+]1=C(/C=C\C=C\c2ccccc2)C(C)(C)c2ccccc21
  HL-60(TB) = -22.2*

> c1ccc(Cn2cnc3ccc(-c4nc(-c5cccc6ccccc56)cn5ccnc45)cc32)cc1
  HL-60(TB) = 101.4

> O=S(=O)(NCCCNc1nccc(-c2cn(-c3ccccc3)nc2-c2ccc(Cl)c(O)c2)n1)c1ccccc1
  HL-60(TB) = 83.4

> O=C(Nc1ccccc1)OC(CCl)C(Cl)CCl (configuration not stated)
  HL-60(TB) = 99.6

> CC/C(=C(\CC)c1ccc(Oc2nc(N3CC3)nc(N3CC3)n2)cc1)c1ccc(Oc2nc(N3CC3)nc(N3CC3)n2)cc1
  HL-60(TB) = 82.7

> Cc1nc(Br)c(Br)c(C)c1Br
  HL-60(TB) = 77.8

> CC1(C)CC(=O)C(Cc2cn(Cc3ccccn3)nn2)(Cc2cn(Cc3ccccn3)nn2)C(=O)C1
  HL-60(TB) = 99.1

> Cc1ccc(C(C)C)c(OCCOCCCl)c1
  HL-60(TB) = 93.5

> Clc1ccc(OCc2nnc(-c3ccccc3)o2)c(Cl)c1
  HL-60(TB) = 105.8

> O=S(=O)(Nc1nc(-c2nc(-c3ccccc3)no2)cs1)c1cc(Cl)cc(Cl)c1
  HL-60(TB) = 100.2

> CCOC(=O)c1c2c(cn1Cc1cccc(OC)c1OC)-c1oncc1CC2
  HL-60(TB) = 108.8

> O=C1C=Cc2ccccc2C1=C1SCCS1
  HL-60(TB) = 104.0

Some of the compounds tested; count on the stated rates, not on these rows.
